# Assay outcomes from PubChem.
# GLA spleen mod = inhibits or activates alpha-galactosidase in human spleen homogenate. 240,000 compounds, 0.008% hits. Potency, µM (doses to about 80 µM), inactives show at the top dose activity change, negative = inhibition, hits mostly inhibitors. P06280. human spleen homogenate, 4MU-alpha-Gal fluorescence, 40 min;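 further: potency means the concentration at half of the fitted maximal effect; 0% = enzyme with vehicle and -100% = no enzyme basal signal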
# Target sequence (P06280 32-429 limits assumed): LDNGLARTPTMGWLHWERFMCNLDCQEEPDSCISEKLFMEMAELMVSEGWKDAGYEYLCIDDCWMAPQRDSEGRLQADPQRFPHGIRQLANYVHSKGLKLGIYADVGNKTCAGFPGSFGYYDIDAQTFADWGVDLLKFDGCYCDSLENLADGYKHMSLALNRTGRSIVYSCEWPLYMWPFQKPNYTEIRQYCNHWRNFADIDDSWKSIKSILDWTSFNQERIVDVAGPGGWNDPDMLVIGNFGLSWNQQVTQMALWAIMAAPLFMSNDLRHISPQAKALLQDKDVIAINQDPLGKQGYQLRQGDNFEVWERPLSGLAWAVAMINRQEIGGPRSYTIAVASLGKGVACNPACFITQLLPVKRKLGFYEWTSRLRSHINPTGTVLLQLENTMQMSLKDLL
#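 Human spleen homogenate (1 ug) was the enzyme source, with 4-methylumbelliferyl-alpha-D-galactopyranoside (1 mM final) in pH 5.0 citrate buffer with 0.01% Tween-20. Compounds were titrated; after 40 min at 37C, NaOH/glycine stop, 4-MU fluorescence read; AC50 from Hill fits.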
# Epigenetic reg = regulators of epigenetic silencing causing reporter derepression in mouse cells; murine LDR cells, GFP reporter derepression, 30 h; Potency, µM (titrated, usually from 53.9 µM), inactives show top-dose GFP activation, hits mostly activators; 280,000 compounds, 0.2% hits; further: potency means the concentration at half of the fitted maximal effect; % of control where 0% means no effect; nearly all actives have a fitted effect of over 60% in size
#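 Derepression of a silenced CMV-GFP reporter in murine LDR cells is scored by enumerating GFP-positive cells with a laser-scanning microplate cytometer after 30 hours of treatment at 37 C.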
# LMNA splice mod = changes lamin A minigene splicing in HeLa cells; HeLa LMNA splicing GFP/RFP minigene ratio, 48 h; Potency, µM (top dose mostly 46.1 µM), for inactives: at the highest dose ratio change, negative = inhibition, usual class: inhibitors; 200,000 compounds, 0.01% hits; active means well fitted inhibition curve with a large enough effect in the signal ratio, with a control signal flat, not every such curve was filed as active; inconclusive means small, poorly fitted or top-dose-only effect, or effect the other way, or a change in a side signal; the % refers to the signal ratio; further: potency means the concentration at half of the fitted maximal effect; on the % scale 0 is the no-effect control and ±100 the full control effect
#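 S3 HeLa cells stably expressing lamin A-EGFP splicing minigene plus DsRed2, 600 cells/well, 48 h compound exposure at 37C. Laser-scanning cytometry; analysed as GFP (500-530 nm)/RFP (575-640 nm) total intensity ratio; 0.5% DMSO vehicle.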
# IMPase Li cell = membrane-permeable IMPase blocker, potentiated with lithium; 210,000 compounds, 0.35% hits; CHO-M1 cells, IP1 TR-FRET (IP-One), carbachol + lithium; Potency, µM (doses to about 59.4 µM), for inactives: at the top dose activity, negative = IMPase inhibition, hits mostly inhibitors;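 further: IP1 builds up when IMPase is blocked and the TR-FRET signal falls; potency means the concentration at half of the fitted maximal effect; plate controls were basal vehicle for no effect and high inhibitor control for full effect; nearly all actives have a fitted effect of over 50% in size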
#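 Lithium-sensitised IP1 accumulation assay; M1-expressing CHO cells treated 30 min at 37C with compound. Competitive antibody detection by time-resolved FRET followed a 10 min room-temperature lysis step.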
# CBFb-RUNX1 inh = blocks binding between human CBF-beta and RUNX1 | AlphaScreen CBFb-His/RUNX1-biotin binding, biochemical | Potency, µM (titrated, usually from 59.8 µM), inactives show at the top dose activity, negative = inhibition, most hits filed as inhibitors | 230,000 tested, under 10 active | AID 1477; further: % of control where 0% means no effect
# Target sequence (Q01196 whole entry, looked up): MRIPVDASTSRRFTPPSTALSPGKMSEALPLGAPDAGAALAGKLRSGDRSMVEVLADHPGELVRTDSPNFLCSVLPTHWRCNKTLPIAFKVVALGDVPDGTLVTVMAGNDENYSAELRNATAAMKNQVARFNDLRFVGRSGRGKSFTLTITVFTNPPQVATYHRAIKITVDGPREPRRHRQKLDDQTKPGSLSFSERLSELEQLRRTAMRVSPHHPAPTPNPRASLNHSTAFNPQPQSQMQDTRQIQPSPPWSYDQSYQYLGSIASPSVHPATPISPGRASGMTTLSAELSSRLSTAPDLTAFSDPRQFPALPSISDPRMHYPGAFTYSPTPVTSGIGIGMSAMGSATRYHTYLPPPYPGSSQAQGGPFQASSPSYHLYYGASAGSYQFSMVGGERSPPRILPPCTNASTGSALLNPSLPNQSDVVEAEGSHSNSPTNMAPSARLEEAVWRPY
# Target sequence (Q13951 whole entry, looked up): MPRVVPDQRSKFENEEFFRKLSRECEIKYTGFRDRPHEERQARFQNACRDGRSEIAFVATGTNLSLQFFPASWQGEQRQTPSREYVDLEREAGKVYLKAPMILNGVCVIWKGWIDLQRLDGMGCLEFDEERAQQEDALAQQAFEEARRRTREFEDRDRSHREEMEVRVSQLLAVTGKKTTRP
#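 Compounds were screened at multiple concentrations against a preformed CBF-beta(His)/RUNX1(biotin) complex (30 nM of each) for 15 min at room temperature, followed by 90 min with nickel and streptavidin beads and AlphaScreen reading.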
# KinaseGlo FLuc = blocks Kinase-Glo luciferase, a counter-screen artifact; Q27757; Kinase-Glo luciferase, ATP luminescence, 8 min; Potency, µM (titrated, usually from 38.3 µM), inactives show top-dose activity change, negative = inhibition, hits mostly inhibitors; 200,000 compounds, 0.28% hits; AID 1379; further: potency means the concentration at half of the fitted maximal effect; on the % scale 0 is the no-effect control and ±100 the full control effect; nearly all actives have a fitted effect of over 60% in size
#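 Recombinant Kinase-Glo luciferase, 10 uM ATP (linear range), luciferin; imidazole pH 7.2 / KCl / MgCl2 / Tween / BSA buffer; 8 min RT; luminescence.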
# NPSR antagonist = neuropeptide S receptor (human) antagonism, cAMP. Potency, µM (doses to about 38.3 µM), for the others: at the highest dose activity change, negative = inhibition, actives largely listed as inhibitors. Q6W5P4. 220,000 compounds, 1% hits. CHO-NPSR cells, cAMP TR-FRET, antagonist mode; further: potency means the concentration at half of the fitted maximal effect; on the % scale 0 is the no-effect control and ±100 the full control effect; nearly all actives have a fitted effect of over 50% in size; many of its hits are not listed in these tables
# Numbers without * were called inactive; ? = inconclusive; . = not tested or not shown; & = joins results of further samples; [ ] = dose if it differs, or a comment. Unless noted, the call rests on the fitted dose curve; in most records, active means well fitted curve in the direction sought with a large enough effect; inconclusive means small, poorly fitted or top-dose-only effect, or another doubt; inactive means no such curve, though single readings can be large; an effect the other way counts as inactive or inconclusive. Some of the compounds tested, so the mix of outcomes need not match the whole.
# Value order: GLA spleen mod	Epigenetic reg	LMNA splice mod	IMPase Li cell	CBFb-RUNX1 inh	KinaseGlo FLuc	NPSR antagonist
1: CCOC(OCC)P(=O)(O)CCCN
    -13%&1%	2.1%&0.0%	.	-8%&0%	24%	2%	.
2: CSCc1nnc2n1-c1ccc(Cl)cc1C(c1ccccc1)=NC2
    -3%	-0.9%	-4%	4%	3%	2%	-5%
3: Cc1nn(Cc2ccccc2Cl)c(C)c1C(=O)OCC(=O)NC1CCCC(C)C1C (stereo not given)
    -5%	1.0%	-7%	2%	3%	0%	-47%
4: CCOC(=O)c1ccc(N2C(=O)CC(N3CCC(C#N)(c4ccccc4)CC3)C2=O)cc1 (stereo not given)
    4%	0.0%	0%	7%[38.3 µM]	5%	1%	-12%[46.1 µM]
5: CCn1c(=O)n(CC(=O)N2CCC3(CC2)OCCO3)c(=O)c2ccccc21
    4%	0.8%	2%	-20%[38.3 µM]	8%	-5%	-2%[46.1 µM]
6: Cc1cccc(N2C(=O)NC(=O)/C(=C\c3cc(C)n(-c4sc5c(c4C#N)CCCC5)c3C)C2=O)c1C
    9%	15%	-4%	6%	-3%	-2%	5%
7: CN(C(=O)Oc1ccc(Cl)c2cccnc12)c1ccccc1
    6%	1.0%	5%	-4%	12%	-5%	-54%
8: O=C(CN1CCCC1=O)NCCc1ccccc1
    3%	4.3%	.	10%	-1%	2%	-16%
9: CC(C)(C)C(O)C(Oc1ccc(Cl)cc1)n1cncn1 (stereo not given)
    6%	-4.5%	1%	15%[38.3 µM]	8%	-4%	-7%[46.1 µM]
10: C=C1CC2C(CC[C@]3(C)C(=O)CCC23)[C@]2(C)C=CC(=O)C=C12 (stereo not given in full)
    -26%	2.7%	?	1%	.	-1%	.
11: Cc1nc2c(c(=O)[nH]1)C(c1ccccc1Cl)c1c(c3ccccc3oc1=O)O2 (stereo not given)
    -4%	1.1%	.	.	8%	.	-24%
12: CCOP(=O)(OCC)C(NC(=O)CC(C)C)C(Cl)(Cl)Cl (stereo not given)
    -7%	2.7%	-20%[46 µM]	-5%	-1%	1%	9%
13: CN1CCc2cc3c(cc2[C@@H]1O)OCO3
    ?	-0.3%[16.9 µM]	-7%	-12%	-13%[21.7 µM]	-7%[17.1 µM]	.
14: O=C1CN=C(c2ccccc2)c2oc3ccc(Br)cc3c2N1
    7%	2.4%	15%	-5%[38.3 µM]	-1%	-3%	-22%[46.1 µM]
15: Nc1ccc2ccccc2c1
    -9%	.	.	-17%	.	.	.
16: CNCC(O)c1ccc(O)cc1 (stereo not given)
    5%&-1%&0%	13%&-0.2%	10%&-3%	-6%&-5%&-2%	-4%	1%&0%	-4%
17: CC[C@@]1(O)CC(O)c2c(cc3c(c2O)C(=O)c2c(O)ccc(O)c2C3=O)C1C(=O)OC (stereo not given in full)
    14%	?	.	38%[activator]	-22%	-3%	.
18: O=P(C(c1ccc2c(c1)OCO2)N1CCOCC1)(N1CCOCC1)N1CCOCC1 (stereo not given)
    -5%	1.0%	6%	1%[38.3 µM]	1%	0%	-4%[46.1 µM]
19: CCC(C)N1Cc2ccccc2C1=N (stereo not given)
    0%	-1.2%	1%	-3%[38.3 µM]	4%	-5%	2%[46.1 µM]
20: C[C@H](N)Cc1c[nH]c2ccc(OCc3cccs3)cc12
    -12%	-0.2%	.	17%	-2%[21.7 µM]	2%	.
21: NC[C@H](CC(=O)O)c1ccc(Cl)cc1
    4%	-0.3%	.	2%	-1%[21.7 µM]	0%	.
22: CCCCCn1c(=O)c(C(=O)Nc2nc3ccccc3[nH]2)c(O)c2ccccc21
    8%	1.1%	.	.	5%	.	-22%
23: COc1ccc(Cn2c(=O)oc3ccc(C)cc32)cc1OC
    1%	-0.9%	?	-4%	5%	6%	-3%[46.1 µM]
24: NC(=O)CN1CC(c2ccccc2)CC1=O (stereo not given)
    -11%	0.0%	-10%	29%[38.3 µM]	6%	-1%	-5%[46.1 µM]
25: CCc1ccccc1N1C(=O)NC(=O)/C(=C\c2cc(C)n(C)c2C)C1=O
    -13%	0.0%	-2%	-3%	-21%	-3%	-1%
26: CC1CCN(c2nc(NCc3ccco3)nc(N)c2[N+](=O)[O-])CC1
    2%	-1.8%	?	6%	-10%	2%	13%
27: CN1C2CC(OC(=O)C(CO)c3ccccc3)CC1C(O)C2 (stereo not given)
    10%	0.0%	.	26%	-1%	-3%	.
28: Cc1cc(OCCCC(=O)NCc2cccs2)ccc1Cl
    0%	0.0%	?	0%	-2%	0%	5%
29: CN(Cc1c[nH]c2ccccc12)C1CCCCC1
    11%	1.1%	?	1%	-1%	5%	18%
30: O=C1NC(=O)N(Cc2ccccc2)C(=O)/C1=C\N1CCCc2ccccc21
    -6%	0.0%	-6%	-8%	-4%	-3%	23%
31: CN1C2CCC1CC(=NO)C2
    8%	-2.6%	-2%[9.22 µM]	.	5%	2%	-23%
32: COC(=O)[C@@]1(OC)C[C@@H]2O[C@@]1(C)n1c3ccccc3c3c4c(c5c6ccccc6n2c5c31)C(=O)N(C)C4
    -2%[17.5 µM]	-3.1%[10.1 µM]	.	11%	2%[13.1 µM]	2%[39.9 µM]	.
33: CC(=O)OC1(c2ccccc2)CCN(C2CCCCC2)CC1C (stereo not given)
    -3%	2.3%	.	16%	1%	.	-18%
34: CCOc1ccc(N2C(=O)NC(=O)/C(=C\c3ccc(N4CCCCC4)o3)C2=O)cc1
    5%	-0.9%	?	.	-3%	.	-28%[46.1 µM]
35: COc1cc2c(cc1OC)-c1c(OC)c(OC)c(OC)c3ccnc(c13)C2=O
    -2%	-1.4%	?	22%	7%[2.36 µM]	0%	-5%
36: Cc1cccc(NP(=O)(Oc2ccccc2F)Oc2ccccc2F)c1
    -3%	1.0%	?	10%	7%	-1%	-44%
37: CCCCCCN1CCN(c2ccccc2Cl)CC1
    -5%	-0.7%	?	-3%	-14%	-2%	-23%
38: CC(=O)[C@H]1CC[C@H]2C3CC[C@H]4C[C@H](O)CC[C@]4(C)C3CC[C@]12C (stereo not given in full)
    10%	0.0%	.	-1%	19%	.	.
39: CCCCCn1c(=O)c(C(=O)NCc2ccccn2)c(O)c2ccccc21
    11%	0.7%	-10%	-1%[38.3 µM]	1%	-3%	-5%[46.1 µM]
40: Nc1nc2[nH]c(=O)cnc2c(=O)[nH]1
    ?	-1.2%	?	5%	-7%	0%	-12%[46.1 µM]
41: CC(C)OC(=O)c1c(N)n(Cc2ccco2)c2nc3ccccc3nc12
    2%	-0.9%	?	1%[38.3 µM]	-2%	1%	-3%[46.1 µM]
42: C=CCn1c(O)c(/C(C)=N/NC(=S)Nc2ccccc2)c(=O)[nH]c1=O
    10%	1.1%	.	.	17%	.	20%
43: C=CCBr
    0%	.	.	-2%	0%[21.7 µM]	.	.
44: O[C@@H]1CCCN2C[C@@H](O)[C@@H](O)C12 (stereo not given in full)
    -1%	0.0%	.	1%	2%	.	.
45: CCCCCCCCCCCCCCCCOC[C@@H](O)COP(=O)([O-])OCC[N+](C)(C)C
    -25%&20%	0.8%&-1.1%	.	4%&7%	2%&8%	-6%	.
46: CC1CN(c2ccc([N+](=O)[O-])c(N3CCCCC3)c2)CCN1 (stereo not given)
    -5%	2.5%	.	.	-17%	.	-2%
47: C=C(CO)CC1CC(O)[C@]2(C)OC3CC4OC5C[C@]6(C)O[C@]7(C)CCC8OC9C[C@]%10(C)OC%11C(C)=CC(=O)OC%11CC%10OC9C[C@@H](C)C8OC7CC6O[C@]5(C)C/C=C\C4OC3CC2O1 (stereo not given in full)
    2%	-3.0%	.	-6%	6%	.	?
48: O=C(N/N=C/c1c(O)n(CCC2=CCCCC2)c(=S)[nH]c1=O)c1ccccc1
    4%	-3.2%	?	-2%	?	-1%	-4%
49: CCCCN=Cc1c(O)n(-c2c(C)cc(C)cc2C)c(=O)[nH]c1=O
    -7%	0.0%	7%	26%[38.3 µM]	4%	-1%	-2%[46.1 µM]
50: C[C@]12CCC(=O)C=C1CC[C@@H]1[C@@H]2CC[C@]2(C)C(=O)CC[C@@H]12
    -7%&1%&7%&6%&12%	-1.1%&-1.2%&0.0%	?	17%&14%&24%&15%&14%	9%	-1%&-2%	?
51: COc1cccc(-n2c(/C=C/c3ccc(O)c(O)c3)nc3ccccc3c2=O)c1
    -2%	6.7%	-9%[46 µM]	5%	-26%	3%	-6%
52: CC(C)CC(=O)NC(Oc1ccc(Cl)cc1)C(Cl)(Cl)Cl (stereo not given)
    1%	-1.1%	-5%	22%[38.3 µM]	3%	0%	?
53: CCOP(=O)(OCC)C(NC(=O)NC)C(N)=O (stereo not given)
    0%	0.0%	.	.	-2%	.	?
54: O=C(CSc1nnc(NC(=O)C2CCCCC2)s1)NCc1ccco1
    5%	-5.3%	?	-2%	10%	1%	-7%
55: ClC1=C(Cl)C2(Cl)C3C(Cl)C=CC3C1(Cl)C2(Cl)Cl (stereo not given)
    10%&6%	-1.7%	?	3%&18%	4%[21.7 µM]	-4%	.
56: CC(C)(C)P(=O)(N1CCOCC1)N1CCOCC1
    0%	-0.3%	8%[46 µM]	-7%	-14%	-2%	7%
57: CNC(=O)O/N=C/c1nn(C(=O)C(C)(C)C)cc1Br
    -1%	4.5%	.	.	6%	.	-25%
58: COc1cc(N)c(Cl)cc1C(=O)N[C@@H]1CN2CCC1CC2
    16%	0.6%	.	17%	0%[21.7 µM]	0%	.
59: Cc1nc2c(c(=O)[nH]1)C(c1ccc([N+](=O)[O-])cc1)c1c(c3ccccc3oc1=O)O2 (stereo not given)
    0%	0.0%	.	.	9%	.	-21%
60: CCCN1CCC[C@@H]2Cc3n[nH]cc3C[C@H]21
    -14%	-0.2%	?	-12%	14%	-5%	4%[46.1 µM]
61: CCCCC/C=C\C/C=C\C/C=C\C/C=C\CCCC(=O)NCCc1ccc(O)c(O)c1
    -18%&-9%	?	.	15%&16%	-10%&9%	2%[39.9 µM]	.
62: Cn1c(O)c(/C=C2\N=c3ccccc3=C2CCNC(=S)NC2CC2)c(=O)n(C)c1=O
    5%	-1.1%	.	.	-16%	.	-10%

# Looked up by structure from above (2):
# Value order: GLA spleen mod	Epigenetic reg	LMNA splice mod	IMPase Li cell	CBFb-RUNX1 inh	KinaseGlo FLuc	NPSR antagonist
19: CCC(C)N1Cc2ccccc2C1=N (stereo not given)
    0%	-1.2%	1%	-3%[38.3 µM]	4%	-5%	2%[46.1 µM]
20: C[C@H](N)Cc1c[nH]c2ccc(OCc3cccs3)cc12
    -12%	-0.2%	.	17%	-2%[21.7 µM]	2%	.
